# High-throughput results (PubChem BioAssay)
# PTHR1 agonist – agonists of human PTHR1 parathyroid hormone receptor | Q03431 | HEK293 GP2 PTHR1 cells, GloSensor cAMP luminescence, 1 h | Potency, µM (highest dose often 115 µM), for the others: at the top dose activation, usual class: activators | actives 0.075% (n = 410,000) | AID 743266; also: potency is read from the fitted curve at half-maximal effect; nearly all actives have a fitted effect of over 55% in size; some results filed as inactive show a strong effect at the top dose; inactives centre near -15; many of its hits are not listed in these tables
#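 HEK-293-derived GP2 cells expressing PTHR1 and a GloSensor cAMP reporter, 3,000/well, plated overnight, given luciferin plus IBMX (each 0.5 mM as added) for 1 h at 37 °C, then compound for 1 h at 37 °C. Luminescence was read after 15 min at room temperature.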
# MmCpn inh – M. maripaludis TRiC chaperonin inhibition; Potency, µM (highest dose often 76.9 µM), for the others: at the top dose activity, negative = inhibition, actives largely listed as inhibitors; actives 0.031% (n = 330,000); purified Mm-Cpn ATPase, ADP Transcreener TR-FRET; also: potency is read from the fitted curve at half-maximal effect; % is scaled to controls: 0 for no effect and ±100 for the full control effect; nearly all actives have a fitted effect of over 80% in size
#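 Compound-treated chaperonin, 25 nM final, turns over 10 uM ATP at 37°C for 30 min following a 10 min preincubation; ADP generated competes with ADP-d2 for Eu-cryptate antibody, lowering FRET.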
# DRD3 agonist – D3 dopamine receptor (human) agonism | max activation, % | D3R DiscoveRx beta-arrestin cells, luminescence, 90 min | actives 0.58% (n = 410,000) | P35462; in the data active = max activation above about 30%; also: 0% is about no effect; mostly tested at two doses, the higher about 12 µM
#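 Cells at 1500/well, incubated overnight, then treated with pinned compounds (dopamine as control) for 90 min at 37 degrees C. DiscoveRx reagent added for 30 - 60 minutes at room temperature; luminescence read.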
# CCT chaperon mod – modulators of cytosolic chaperonin (CCT/TRiC) activity | purified chaperonin ATPase assay, HTRF ADP detection, 30 min | actives 0.3% (n = 360,000) | activity change, % (no concentration beside the values), hits read low; in the data active = activity change below about -30%; also: % is scaled to controls: 0 for no effect and ±100 for the full control effect
#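 First, chaperonin was dispensed at 40 nM or 20 nM final depending on batch activity. Next, compounds were pinned at 76 uM and ATP added at 10 uM. After 30 min at 37 °C, ADP detection reagents ran 30 min at ambient temperature.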
# EPAC2 agonist – activates human EPAC2 exchange factor; actives 0.079% (n = 360,000); Q8WZA2; EPAC2 activation, biochemical qHTS; response scale: 100% = 6.5 mM cAMP response; Potency, µM (doses to about 154 µM), for inactives: top-dose activation, most hits filed as activators; also: potency is read from the fitted curve at half-maximal effect; nearly all actives have a fitted effect of over 50% in size
# Target sequence (Q8WZA2 whole entry, looked up): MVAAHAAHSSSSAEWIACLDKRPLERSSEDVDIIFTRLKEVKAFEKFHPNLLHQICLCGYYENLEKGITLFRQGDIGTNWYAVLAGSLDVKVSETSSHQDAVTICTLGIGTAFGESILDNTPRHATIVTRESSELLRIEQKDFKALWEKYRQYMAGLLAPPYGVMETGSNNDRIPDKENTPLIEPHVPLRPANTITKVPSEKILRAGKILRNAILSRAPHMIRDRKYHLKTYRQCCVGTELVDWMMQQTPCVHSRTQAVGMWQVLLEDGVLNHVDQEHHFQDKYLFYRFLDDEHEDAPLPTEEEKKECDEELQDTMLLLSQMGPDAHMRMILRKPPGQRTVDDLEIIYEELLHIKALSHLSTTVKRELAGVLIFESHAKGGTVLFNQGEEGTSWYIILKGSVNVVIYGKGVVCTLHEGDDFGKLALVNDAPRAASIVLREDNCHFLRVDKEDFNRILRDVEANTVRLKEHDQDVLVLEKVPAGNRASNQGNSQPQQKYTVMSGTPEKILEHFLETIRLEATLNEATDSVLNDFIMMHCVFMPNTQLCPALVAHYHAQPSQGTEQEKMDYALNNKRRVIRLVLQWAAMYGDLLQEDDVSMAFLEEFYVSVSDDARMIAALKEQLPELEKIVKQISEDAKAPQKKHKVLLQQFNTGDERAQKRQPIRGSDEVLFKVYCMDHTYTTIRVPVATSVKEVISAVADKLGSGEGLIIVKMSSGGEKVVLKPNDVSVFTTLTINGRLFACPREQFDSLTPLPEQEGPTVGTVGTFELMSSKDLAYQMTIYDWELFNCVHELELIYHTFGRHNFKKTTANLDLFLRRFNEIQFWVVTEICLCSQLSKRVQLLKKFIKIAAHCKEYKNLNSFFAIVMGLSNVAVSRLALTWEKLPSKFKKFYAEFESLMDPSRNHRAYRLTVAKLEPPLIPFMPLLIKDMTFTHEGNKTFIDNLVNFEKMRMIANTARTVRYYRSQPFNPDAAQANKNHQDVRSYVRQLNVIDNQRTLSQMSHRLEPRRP
#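 Compounds were titrated in qHTS against a Rap1B-BODIPY-GDP (250 nM) complex with EPAC2 (100 nM) and GDP (50 uM). BODIPY-GDP release tracked at 480/540 nm over 30 min at room temperature, normalized to 6.5 mM cAMP.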
# EPAC2 antag – antagonists of human EPAC2; Q8WZA2; actives 0.18% (n = 360,000); Potency, µM (highest dose often 114 µM), without a hit: at the top dose activity, negative = inhibition, hits mostly inhibitors; EPAC2 GEF exchange of Rap1B-BODIPY-GDP, fluorescence; also: potency is read from the fitted curve at half-maximal effect; % is scaled to controls: 0 for no effect and ±100 for the full control effect; nearly all actives have a fitted effect of over 45% in size; many of its hits are not listed in these tables
# D3 antag – antagonists of human D3 dopamine receptor. P35462. D3R cells, DiscoveRx beta-arrestin luminescence, antagonist mode; stronger effect = lower value. max response, negative = inhibition, %. actives 2.5% (n = 360,000). AID 652054; in the data active = max response below about -50%; inconclusive = no clear call, values can overlap the other calls; also: % is scaled to controls: 0 for no effect and ±100 for the full control effect; mostly tested at two doses, the higher about 12 µM
#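 Cells expressing the human receptor were seeded at 1500 cells/well, incubated overnight at 37 degrees C in 5% CO2, then exposed to library compounds with dopamine controls for 90 minutes at 37 degrees C before luminescent detection.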
# Akt phos inh – blocks phosphorylation of Akt; AID 651550; Neuro2A IGF-stimulated pAkt S473 HTRF, 20 min; stronger effect = lower value; actives 0.32% (n = 360,000); activity change, % for hits at 50 µM; in the data active = activity change below about -80%; inconclusive = mostly about -51% to -80%; also: % is scaled to controls: 0 for no effect and ±100 for the full control effect
#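 Neuro2A cells (4,500/well, DMEM with 0.5% FBS) were treated with compound at a single 50 µM final concentration, stimulated with 6 nM IGF for 20 min at 37 °C, and lysed. Phospho-Akt Ser473 was read by HTRF as 665/615 ratio ×10^4.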
# The depositor's hits bear a star; i = inactive; ? = inconclusive; · = no result given; & = joins results of further samples; [ ] = remark or other dose. Unless noted, calls follow the shape of the dose curve; as a rule, active = well fitted curve in the direction sought with a large enough effect; inconclusive = small, poorly fitted or top-dose-only effect, or another doubt; inactive = no such curve, though single readings can be large; an effect the other way counts as inactive or inconclusive. Some of the compounds tested; the hit share may differ from the screen's.
SMILES,PTHR1 agonist,MmCpn inh,DRD3 agonist,CCT chaperon mod,EPAC2 agonist,EPAC2 antag,D3 antag,Akt phos inh
CC(=O)N1CCN(c2ccc(NCc3ccc(C)cc3)cc2)CC1,-36.4%,-1.8%,1.0,-2.1,-3.2%,-2.6%,24.5,i
CC(C(=O)N1CCc2ccccc2C1)N(c1ccccc1)S(C)(=O)=O (centres undefined),-14.4%,1.2%,3.5,-5.6,1.2%,7.0%,-10.2,i
CN1CCC(=C(c2ccc(Cl)cc2)c2ccccn2)CC1,i,3.4%,-2.7,1.9,6.6%,-0.7%,?,i
CCn1c(SCC(=O)NC2CCCCC2)nc2c(c1=O)SCC2,-17.4%,3.7%,-6.1,-2.8,13.9%,-7.4%,3.7,i
O=C(COC(=O)c1ccc2ncsc2c1)Nc1ncc(Cl)cc1Cl,i,?,-3.6,4.1,-10.4%,9.8%,-19.5,i
COc1ccc(-c2ccc(=O)n(CC(=O)Nc3nnc(C(C)C)s3)n2)cc1OC,i,0.8%,3.0,-0.1,3.1%,3.1%,22.3,i
Cc1ccc(-c2nc3cccnc3s2)cc1NC(=O)c1ccco1,-22.4%[57.5 µM],·,2.5,1.4,3.2%,0.6%,4.6,i
COc1ccc(C(=O)NC2CCCc3ccccc32)cc1Br (centres undefined),i,-1.1%,-22.1,-1.5,20.3%,-16.1%,9.8,i
CC(NCC(=O)Nc1ccccc1C(=O)NC1CC1)c1ccco1 (centres undefined),-11.1%,0.0%,-1.7,-1.4,-2.5%,-5.5%,3.9,i
Cc1c(C(=O)OCC(=O)Nc2ccc3c(c2)OCO3)cccc1[N+](=O)[O-],-7.8%,1.6%,-4.6,-0.7,18.5%,-3.0%,-13.4,i
O=[N+]([O-])c1ccccc1/C=C/C=N/n1c(-c2ccccc2)n[nH]c1=S,i,1.0%,-31.7,-3.2,-5.3%,-1.8%,-1.0,i
CCCCn1c(NCCC)nc2c1c(=O)[nH]c(=O)n2C,-17.3%[57.5 µM],1.0%,-2.9,0.3,7.8%,-0.8%,12.1,i

# 3 compounds out of the list, arranged by length of the SMILES, lowest first.
SMILES,PTHR1 agonist,MmCpn inh,DRD3 agonist,CCT chaperon mod,EPAC2 agonist,EPAC2 antag,D3 antag,Akt phos inh
COc1ccc(C(=O)NC2CCCc3ccccc32)cc1Br (centres undefined),i,-1.1%,-22.1,-1.5,20.3%,-16.1%,9.8,i
CC(C(=O)N1CCc2ccccc2C1)N(c1ccccc1)S(C)(=O)=O (centres undefined),-14.4%,1.2%,3.5,-5.6,1.2%,7.0%,-10.2,i
Cc1c(C(=O)OCC(=O)Nc2ccc3c(c2)OCO3)cccc1[N+](=O)[O-],-7.8%,1.6%,-4.6,-0.7,18.5%,-3.0%,-13.4,i

# Next part.
SMILES,PTHR1 agonist,MmCpn inh,DRD3 agonist,CCT chaperon mod,EPAC2 agonist,EPAC2 antag,D3 antag,Akt phos inh
COc1ccccc1NC(=O)Cn1nnc(C(=O)Nc2ccccc2)c1N,-8.8%[57.5 µM],-1.8%,-2.9,-0.6,3.5%,-9.4%,?,i
N#Cc1nc(Cc2cccc3ccccc23)oc1NCc1ccc(F)cc1,-7.9%[57.5 µM],-1.1%,-9.2,-0.7,9.4%,-1.3%,17.5,-107.5%*
COC(=O)c1cn(-c2ccccc2)nc1-c1cccnc1,i,-1.9%,-3.6,-2.4,2.6%,1.0%,6.8,i
O=C(Cn1ccc([N+](=O)[O-])n1)N1CCCc2ccccc21,i,0.0%,-11.2,2.1,4.5%,8.1%,-15.9,i
CC(C)CN1C(=O)CN(S(C)(=O)=O)CC1(C)C(=O)Nc1ccc2c(c1)OCCO2 (centres undefined),3.5%,·,-10.8,·,7.3%,2.0%,?,i
Cc1ccc(-c2nnn(CC(=O)N(CC(=O)NC3CCCC3)c3ccc(F)cc3)n2)o1,i,0.9%,5.0,-2.7,-2.9%,1.3%,-6.3,i
CSc1nc(O)c(Nc2ccccc2)c(=O)[nH]1,-12.3%,·,11.0,-1.8,6.4%,16.4%,5.1,i
Cc1[nH]n2c(=O)cc(-c3ccc([N+](=O)[O-])cc3)nc2c1-c1ccccc1,-9.5%,·,-6.7,0.2,-12.8%,-12.8%,-80.8*,i
COC(=O)c1ccc(C(=O)N2CCCC(C)(C(=O)NS(=O)(=O)C3CC3)C2)cc1 (centres undefined),-0.5%,·,-21.0,-1.6,11.0%,-5.7%,9.4,i
COc1cc(/C=C(\C#N)c2ccccn2)ccc1OCc1ccccc1,i,0.7%,1.4,-2.1,6.6%,-0.9%,-5.9,i
O=C1CN(C(=O)c2ccc(Br)o2)C(c2ccc(F)cc2)c2cc(Cl)ccc2N1 (centres undefined),6.5%[57.5 µM],-0.1%,2.4,2.3,0.8%,-26.7%,0.0,i
Cc1ccccc1CC1(CO)CCCN(Cc2cn[nH]c2-c2ccccc2)C1 (centres undefined),-9.4%,-5.9%,6.3,-0.4,5.8%,1.0%,9.8,i

# Given with each value named: entries from further up
mol: COC(=O)c1ccc(C(=O)N2CCCC(C)(C(=O)NS(=O)(=O)C3CC3)C2)cc1 (centres undefined)
  PTHR1 agonist: -0.5%
  MmCpn inh: ·
  DRD3 agonist: -21.0
  CCT chaperon mod: -1.6
  EPAC2 agonist: 11.0%
  EPAC2 antag: -5.7%
  D3 antag: 9.4
  Akt phos inh: i

mol: COc1cc(/C=C(\C#N)c2ccccn2)ccc1OCc1ccccc1
  PTHR1 agonist: i
  MmCpn inh: 0.7%
  DRD3 agonist: 1.4
  CCT chaperon mod: -2.1
  EPAC2 agonist: 6.6%
  EPAC2 antag: -0.9%
  D3 antag: -5.9
  Akt phos inh: i

mol: O=C1CN(C(=O)c2ccc(Br)o2)C(c2ccc(F)cc2)c2cc(Cl)ccc2N1 (centres undefined)
  PTHR1 agonist: 6.5%[57.5 µM]
  MmCpn inh: -0.1%
  DRD3 agonist: 2.4
  CCT chaperon mod: 2.3
  EPAC2 agonist: 0.8%
  EPAC2 antag: -26.7%
  D3 antag: 0.0
  Akt phos inh: i

# The main list resumes, repeating the 2 entries before the break.
SMILES,PTHR1 agonist,MmCpn inh,DRD3 agonist,CCT chaperon mod,EPAC2 agonist,EPAC2 antag,D3 antag,Akt phos inh
O=C1CN(C(=O)c2ccc(Br)o2)C(c2ccc(F)cc2)c2cc(Cl)ccc2N1 (centres undefined),6.5%[57.5 µM],-0.1%,2.4,2.3,0.8%,-26.7%,0.0,i
Cc1ccccc1CC1(CO)CCCN(Cc2cn[nH]c2-c2ccccc2)C1 (centres undefined),-9.4%,-5.9%,6.3,-0.4,5.8%,1.0%,9.8,i
COC(=O)c1ccc(C2/C(=C(\O)c3ccc4c(c3)OCCO4)C(=O)C(=O)N2c2nnc(C)s2)cc1 (centres undefined),-10.2%,-9.3%,-0.3,-2.7,5.4%,2.9%,0.3,i
O=C(NC(=S)Nc1ccc(NC(=O)c2cccs2)cc1)c1ccc([N+](=O)[O-])cc1,-0.1%,0.5%,-10.8,0.8,4.3%,11.4%,-21.3,i
Cc1ccc(S(=O)(=O)N2C[C@@H]3[C@H]4CC[C@H](C4)[C@@H]3[C@@H](C)[C@H]2c2ccco2)cc1,-25.1%,2.9%,6.1,-2.2,2.8%,-16.6%,-9.9,i
CSc1ccccc1NC(=O)c1ccc(N2CCCC2=O)cc1,i,0.2%,3.3,1.1,8.7%,-2.6%,-3.6,i
COc1ccccc1NC(=O)COC(=O)CCC(=O)c1cccs1,-0.2%,0.0%,5.7,-2.8,3.8%,15.5%,13.0,i
CCCCCCC(=O)Oc1cccc(N2C(=O)C3CCCCC3C2=O)c1 (centres undefined),i,-1.0%,2.5,0.6,-2.5%,-16.1%,9.7,i
N#Cc1c2c(nc(N)c1-c1ccccc1)CCCCC2,i,-4.8%,1.9,1.2,8.4%,-1.5%,0.7,i
Cc1cccc(OCC(=O)NNC(=O)c2ccccc2OCc2c(C)noc2C)c1,-1.7%,0.1%,-2.6,-0.9,12.7%,0.0%,5.0,i
Cc1c(NC(=O)Cn2[nH]c(=O)c3ccccc3c2=O)c(=O)n(-c2ccccc2)n1C,-43.9%[inhibitor],-0.2%,0.8,-3.0,-9.4%,2.0%,-52.1*,i
Cc1ccc(-n2ncc3c(=O)n(-c4ccc(C)c(C)c4)c(C)nc32)cc1,-94.4%,0.0%,3.8,1.0,11.1%,-13.1%,10.3,i
COc1ccc2c(c1)[nH]c1c(=O)n(Cc3ccncc3)cnc12,-4.3%,0.3%,-2.4,-1.6,4.5%,-2.0%,-16.6,i
O=C(COC(=O)CCC(=O)c1ccc2c(c1)OCCO2)NCc1ccc2c(c1)OCO2,i,-0.9%,7.0,0.0,-1.4%,11.6%,-5.4,i
C[n+]1c2n(c3ccccc31)N=C(c1ccccc1)CS2,-21.6%&-7.9%,0.5%&-0.3%,-17.7&0.0,-2.6&-2.3,9.9%&-4.0%,-8.4%&6.9%,-21.9&8.9,i
COc1ccc(-n2c(=O)cc(N3CCOCC3)[nH]c2=O)cc1,i,-0.3%,2.6,-3.4,2.2%,3.6%,-5.4,i
Cc1ccc(C(=O)O)cc1NC(=O)Nc1ccc2c(c1)OCO2,-3.2%,-2.4%,2.0,2.1,-0.8%,0.0%,-2.8,i
CCc1ccc(N2CC(C(=O)Nc3cccc(S(=O)(=O)N4CCCC4)c3)CC2=O)cc1 (centres undefined),-28.2%,2.3%,4.0,1.2,3.1%,-2.8%,17.8,i
Cc1ccc(CSCC(=O)NCCCN2CCOCC2)cc1,10.9%,0.3%,-0.1,1.5,-15.2%,9.8%[57.1 µM],-4.8,i
CC1(C)Cc2ccccc2C(c2cc3ccccc3oc2=O)=N1,i,0.8%,2.3,-5.1,-0.3%,14.4%,46.2,i
Cc1cc(F)ccc1NC(=O)CCc1ccc(S(=O)(=O)N2CCOCC2)cc1,-19.2%,-0.4%,-0.5,-0.2,2.9%,0.7%,2.3,i
